# Screening results: PubChem BioAssay, several laboratories
# MC4R ag barr: human MC4R agonism via beta-arrestin | P32245 | U2OS MC4R beta-arrestin complementation, luminescence; percent of melanotan II response, DMSO zero | actives 0.98% (n = 360,000) | activation, % at 8.9 µM;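 active = activation above a per-plate cutoff, the mean activation of sample wells on that plate plus 3 SD, cut at about 8% in these data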
# TLR9-MyD88 block: inhibitors of human TLR9-MyD88 binding. Q9NR96+Q99836. CHO BLA complementation TLR9-MyD88, CCF4 FRET ratio. inhibition, % at 4.98 µM. actives 0.21% (n = 340,000). AID 504734;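 active = inhibition above the mean over all tested compounds plus 3 SD, cut at about 21% in these data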;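 also: 0% = DMSO only wells and 100% = clavulanate BLA inhibitor control wells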
# m5-HT2A agonist: activates the mouse 5-HT2A serotonin receptor; P35363; CHO-K1 mHTR2A beta-arrestin complementation, luminescence; percent of 30 µM serotonin response; activation, % at 7.6 µM; actives 0.66% (n = 360,000);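 active = activation above a run cutoff, the mean activation of all tested compounds plus 3 SD, cut at about 14% in these data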;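 also: 0% = plate median of compound wells and 100% = 30 µM serotonin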
# ABHD5-PLIN5 inh: inhibitors of human ABHD5-perilipin-5 interaction | Split G. princeps luciferase complementation, luminescence, 4 h | Q00G26+Q8WTS1 | actives 0.78% (n = 360,000) | inhibition, % at 4 µM;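 active = inhibition above the mean inhibition across every tested compound plus 3 SD, cut at about 22% in these data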;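 also: 0% = DMSO only wells and the 100% control is not disclosed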
# Cardio protect: myocardial damage modulation in H9c2 cells; H9c2 cardiomyocytes, H2O2 injury protection, ATPLite, 2 h; protection from H2O2 cell death, % at 20 µM; actives 0.63% (n = 360,000); AID 588492;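 active = compounds giving at least 50% protection of heart cells from peroxide-induced death in the single-dose screen, raw or plate-pattern-corrected value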;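 also: 0% = DMSO wells with peroxide and 100% = DMSO wells without peroxide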
# ABCB6 inh MLPCN: blocks the human ABCB6 transporter; Q9NP58; K562-ABCB6 porphyrin accumulation, flow cytometry, 1 h; stronger effect = lower value; fluorescence ratio to DMSO, % at 10 µM; actives 0.19% (n = 360,000);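 active = fluorescence ratio to DMSO below 75%, the collection mean minus 3 SD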;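 also: signal is porphyrin accumulated inside mitochondria; 100% equals median channel fluorescence of DMSO control wells; lower ratio means ABCB6 inhibition with less porphyrin fluorescence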
# NCOA2 inhibitor: inhibits human steroid receptor coactivator 2; HEK293 GAL4-SRC2 luciferase reporter, luminescence; actives 0.17% (n = 370,000); Q15596; AID 651957; inhibition, % at 9 µM;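 active = inhibition above the mean inhibition of all tested compounds plus 3 SD, set per campaign, cut at about 52% in these data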;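 also: 0% = DMSO treated cells and 100% = cells given Gossypol at 36 µM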
# Target sequence (Q15596 whole entry, looked up, the tested form may be a part): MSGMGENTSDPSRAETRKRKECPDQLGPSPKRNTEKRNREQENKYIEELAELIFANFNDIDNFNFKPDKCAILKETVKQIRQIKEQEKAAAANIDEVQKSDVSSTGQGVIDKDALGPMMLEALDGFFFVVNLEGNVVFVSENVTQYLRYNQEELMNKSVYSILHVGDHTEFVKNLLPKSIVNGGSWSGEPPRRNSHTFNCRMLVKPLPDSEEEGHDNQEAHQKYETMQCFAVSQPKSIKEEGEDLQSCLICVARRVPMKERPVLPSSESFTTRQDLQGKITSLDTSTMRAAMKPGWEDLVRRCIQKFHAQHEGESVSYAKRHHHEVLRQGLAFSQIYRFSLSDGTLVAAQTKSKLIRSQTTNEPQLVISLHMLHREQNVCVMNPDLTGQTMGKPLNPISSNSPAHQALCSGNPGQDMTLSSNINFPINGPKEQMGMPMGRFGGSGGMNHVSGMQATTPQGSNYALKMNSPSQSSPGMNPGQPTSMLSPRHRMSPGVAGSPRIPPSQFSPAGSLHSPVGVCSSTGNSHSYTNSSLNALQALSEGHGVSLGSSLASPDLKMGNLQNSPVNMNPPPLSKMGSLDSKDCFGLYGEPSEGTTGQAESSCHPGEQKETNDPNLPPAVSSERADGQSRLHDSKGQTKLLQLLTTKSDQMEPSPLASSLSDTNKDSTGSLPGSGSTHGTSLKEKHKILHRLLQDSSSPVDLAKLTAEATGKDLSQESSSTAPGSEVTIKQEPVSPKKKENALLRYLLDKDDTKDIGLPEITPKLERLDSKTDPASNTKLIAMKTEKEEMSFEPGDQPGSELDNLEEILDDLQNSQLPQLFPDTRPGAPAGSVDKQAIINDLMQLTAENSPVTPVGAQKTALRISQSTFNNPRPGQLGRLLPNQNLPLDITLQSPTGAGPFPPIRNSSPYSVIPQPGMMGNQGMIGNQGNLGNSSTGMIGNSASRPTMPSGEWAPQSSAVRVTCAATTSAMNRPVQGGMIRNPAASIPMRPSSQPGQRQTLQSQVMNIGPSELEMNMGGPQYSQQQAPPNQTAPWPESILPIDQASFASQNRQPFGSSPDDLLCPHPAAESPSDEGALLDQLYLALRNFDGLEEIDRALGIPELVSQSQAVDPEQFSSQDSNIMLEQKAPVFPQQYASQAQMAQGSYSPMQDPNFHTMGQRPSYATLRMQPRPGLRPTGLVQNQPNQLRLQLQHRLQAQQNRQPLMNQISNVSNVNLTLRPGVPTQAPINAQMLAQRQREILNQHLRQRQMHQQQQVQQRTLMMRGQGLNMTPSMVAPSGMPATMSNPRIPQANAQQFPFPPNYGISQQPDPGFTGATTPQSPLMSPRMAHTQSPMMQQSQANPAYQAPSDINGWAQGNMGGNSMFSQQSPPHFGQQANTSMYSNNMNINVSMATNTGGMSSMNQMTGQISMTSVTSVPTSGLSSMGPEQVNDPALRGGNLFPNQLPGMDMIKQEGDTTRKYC
# N-glyco inh: blocks N-linked glycosylation in D54 reporter cells | D54 ERlucT glycosylation luciferase reporter, 24 h; percent of 100 nM tunicamycin response | reporter increase, % at 12.5 µM | actives 0.23% (n = 360,000);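 active = mean luciferase reporter signal, scaled so untreated is 0 and the glycosylation-blocking control 100, at or above a set limit in every replicate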;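 also: luciferase carries N-glycosylation sites so blocking glycosylation raises the light; 0% = median of neutral control wells and 100% = median of 100 nM tunicamycin wells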
# NOD2 RIPK2 PPI: blocks binding of human NOD2 to RIPK2 | O43353 | CHO BLA complementation NOD2-RIPK2, CCF4 ratio | inhibition, % at 4.98 µM | actives 0.38% (n = 360,000); in the data active = inhibition above about 21%;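 also: 0% = vehicle only and 100% = reference blocker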
# MC4R antag cAMP: human MC4R antagonism in cAMP assay | AID 540295 | MC4R-expressing cells, MTII-stimulated cAMP, LANCE TR-FRET | actives 0.48% (n = 360,000) | P32245 | inhibition, % at 6.5 µM;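 active = inhibition above its plate's cutoff, the mean of tested wells on that plate plus 3 SD, cut at about 29% in these data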;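 also: 0% = Melanotan II alone and 100% = Melanotan II plus saturating MCL0020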
#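 Assay system: U2OS-MC4R stable cell line; Also added: Melanotan II; Technique: Eu-cAMP/anti-cAMP TR-FRET, emission 671 nm; Times: 30-min compound, 1-h challenge, 1-h detection, room temperature.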
# Active calls of the source: *; · = not tested or not shown. These rows are one share of the data, so the mix of outcomes need not match the whole.
# Every second line gives: MC4R ag barr	TLR9-MyD88 block	m5-HT2A agonist	ABHD5-PLIN5 inh	Cardio protect	ABCB6 inh MLPCN	NCOA2 inhibitor	N-glyco inh	NOD2 RIPK2 PPI	MC4R antag cAMP
1	O=C(O)c1ccc(S(=O)(=O)N(Cc2cccs2)CC2CCCO2)cc1 (stereo not given)
    -3.0	4	1	1	3	93	11	2	-1	-5
2	CCCCN(C)c1c(C)nc2ccc(C(=O)NC3CCN(C)CC3)cn12
    1.5	·	0	-1	4	95	-15	-3	0	18
3	O=C(NCCS(=O)(=O)N1CCN(c2ccccc2F)CC1)c1ccc(Br)o1
    -1.4	-10	-1	0	-2	109	-24	-2	-4	5
4	C[C@@H]1CN([C@@H](C)CO)C(=O)CCCn2nncc2CO[C@H]1CN(C)S(=O)(=O)c1ccccc1F
    -0.9	-5	1	0	-5	94	-19	4	-2	-4
5	COc1ccc(CCNC(=O)CSc2nncn2N)cc1OC
    -1.1	-4	0	-5	0	98	0	1	9	-5
6	CCc1nn(C(CC)C(=O)NCCc2ccc(OC)cc2OC)c(=O)c2cc3occc3n12 (stereo not given)
    -0.9	4	-1	6	-3	103	8	-3	-7	5
7	Cc1cc(/C=N/NC(=O)C(O)(c2ccccc2)c2ccccc2)c(C)n1-c1ccc(C(=O)O)cc1
    -1.6	-6	5	1	0	99	-34	0	0	-4
8	O=C(CN(C(=O)c1csnn1)c1ccc(Cl)cc1)NCCc1ccccc1
    -1.6	1	4	-2	9	97	-2	0	1	10
9	Cc1ccc(-c2nc(S(=O)(=O)c3ccc(C)cc3)c(SCC(=O)NCC3CCCO3)o2)cc1 (stereo not given)
    0.2	-13	-5	0	2	169	-6	-4	-5	2
10	CCOC(=O)C(=O)Nc1cc(C)on1
    0.2	6	1	1	1	99	12	3	-2	5
11	CC(=O)/C(=N/Nc1ccccc1C)N1CCOCC1
    -0.6	6	0	1	-15	95	-21	2	-11	3
12	COc1ccc(/C=N/n2cnn(Cc3ccccc3Cl)c2=S)cc1OC
    3.5	5	3	7	-17	90	-43	1	0	-5
13	O=C(NCC(=O)N(c1ccc(Cl)cc1)C(C(=O)NC1CCCC1)c1cccnc1)c1ccco1 (stereo not given)
    -2.0	-4	1	-11	-2	87	9	3	-5	5
14	O=C(CCNS(=O)(=O)c1ccc(Br)s1)NCc1ccccc1Cl
    -1.2	6	-2	1	4	99	5	-1	-8	6
15	C/C(=N\OC(=O)c1ccc(C)cc1)c1sc(C)nc1C
    -0.7	-5	0	14	-34	101	-13	1	-6	-4
16	CSc1ccc(CN2CCN(CC=C(C)C)C(CCO)C2)cc1 (stereo not given)
    -2.3	-4	-2	3	-2	98	-20	1	-3	0
17	Cc1cccc(N2CCN(C(=O)COc3ccc4c(c3)CCC4)CC2)c1C
    2.9	-7	-2	-8	-2	106	-15	0	-5	-5
18	C[C@H]1CCCCO[C@H](CN(C)Cc2ccccc2)[C@@H](C)CN([C@@H](C)CO)C(=O)c2cc(NC(=O)CCC(F)(F)F)ccc2O1
    -0.1	0	23*	3	-5	93	10	1	-3	-8
19	CC(C)NC(=S)NN(c1ccccc1)c1ccccc1
    -2.2	6	-4	4	3	101	16	0	1	4
20	O=Cc1ccc(OCc2ccccn2)cc1
    0.3	-6	1	-4	-4	94	-25	-4	-8	0

# With a hit mark in m5-HT2A agonist (from the list above):
nr | smiles | MC4R ag barr | TLR9-MyD88 block | m5-HT2A agonist | ABHD5-PLIN5 inh | ABCB6 inh MLPCN | NCOA2 inhibitor | N-glyco inh | NOD2 RIPK2 PPI | MC4R antag cAMP
18 | C[C@H]1CCCCO[C@H](CN(C)Cc2ccccc2)[C@@H](C)CN([C@@H](C)CO)C(=O)c2cc(NC(=O)CCC(F)(F)F)ccc2O1 | -0.1 | 0 | 23* | 3 | 93 | 10 | 1 | -3 | -8

# (further entries)
# Every second line gives: MC4R ag barr	TLR9-MyD88 block	m5-HT2A agonist	ABHD5-PLIN5 inh	Cardio protect	ABCB6 inh MLPCN	NCOA2 inhibitor	N-glyco inh	NOD2 RIPK2 PPI	MC4R antag cAMP
21	COc1ccc(CCn2c(C)cc(C(=O)COC(=O)c3cnccn3)c2C)cc1
    -3.4	-6	-4	4	2	100	1	-2	0	2
22	COc1ccc(-c2cc(C(F)(F)F)nc(SCC(N)=O)n2)cc1
    0.6	0	1	0	1	101	-14	1	-8	-10
23	CCOC(=O)c1cc2sccc2n1CC(=O)c1ccc2c(c1)OCCO2
    1.2	4	-1	0	-3	96	-22	-3	-5	-2
24	CCc1cc(C(=O)OC)c(NC(=O)CCCC(=O)O)s1
    1.5	9	5	-5	12	115	-12	3	-6	2
25	CCOC(=O)C1CCN(CCC(=O)Nc2ccc(F)cc2)CC1
    -3.1	8	1	3	5	96	-47	1	-1	-1
26	CCOC(=O)C1=C(C)Nc2sc(C(=O)c3ccc(OC)cc3)c(N)c2C1c1ccc(C(=O)OC)cc1 (stereo not given)
    0.3	44*	-2	-5	3	112	-28	-6	39*	14
27	N/C(COc1ccc(Cl)cc1)=N\NS(=O)(=O)c1ccccc1
    -1.5	10	-4	2	-4	97	-12	0	1	8
28	N#CC1(C#N)[C@@H](C(=O)C23CC4CC(CC(C4)C2)C3)C12CCOCC2
    -2.1	3	1	-1	5	100	-16	-1	-8	3
29	Nc1nc(-c2ccccc2)cn1N
    -1.9	6	-5	-7	9	99	-29	1	-6	1
30	O=C(Nc1ccc(OCc2ccccc2Cl)cc1)c1cccnc1
    -1.3	-4	5	-5	-8	107	67*	-1	-3	0
31	Cc1nc(N)nc(N/N=C/c2ccccc2)n1
    -3.2	-1	1	5	3	101	-5	0	0	6
32	O=C(c1ccccc1)N(Cc1nc2ccccc2c(=O)[nH]1)C1CCCC1
    -0.4	-2	0	4	-1	93	-15	2	-6	2
33	COc1cccc(C(=O)NCCSc2ccc(C)cc2)c1
    -0.1	7	-4	1	-6	98	-15	1	-3	2
34	CCc1cc(C(=O)N2CCCC(CNC(=O)c3ccc(-c4ccccc4)cc3)C2)no1 (stereo not given)
    0.2	5	-2	9	-2	96	6	0	1	1
35	O=S(=O)(N=C1C=CC(=NS(=O)(=O)c2ccccc2)c2ccccc21)c1ccccc1
    0.4	-3	-6	33*	-23	142	-61	3	4	15
36	O=C(c1cccc(S(=O)(=O)N2CCOCC2)c1)N1CCCC(C(F)(F)F)C1 (stereo not given)
    -3.2	2	4	2	4	87	5	0	-8	0
37	Cc1ccccc1CS(=O)(=O)CC1(O)CCN(C(=O)c2cccc(C(F)(F)F)c2)CC1
    -3.6	-15	-1	0	-3	85	1	1	-2	8
38	Cc1ccc(-n2cccn2)c([C@@H]2C[C@H]3CN(C)C(=O)[C@]34CCCN24)c1
    -1.1	-6	2	8	4	98	-33	1	3	11
39	COc1ccc(Cc2nnc(-c3ccccc3)o2)cc1
    0.9	2	-3	-3	-5	96	-45	-1	-7	5
40	COc1ccc(NC(=O)N(C)C[C@@H]2OCc3cnnn3CCCC(=O)N([C@H](C)CO)C[C@@H]2C)c(OC)c1
    3.1	10	5	0	2	102	-20	2	-10	2
41	O=C(O)CC(SCC(=O)Nc1ccc(Cl)c(S(=O)(=O)N2CCOCC2)c1)C(=O)O (stereo not given)
    2.2	4	0	-10	-6	100	17	1	-1	13
42	CSCC(C)N1CCC(CO)(CCc2ccccc2)CC1 (stereo not given)
    -2.3	-4	0	6	7	105	-23	0	-8	2
43	CCCCc1n[nH]c2c1C(=O)CC(C)(C)C2
    0.5	-10	0	0	-8	104	-21	1	-3	6
44	C=CCc1ccccc1OCC(O)CNC(=O)c1ccccc1C(=O)O (stereo not given)
    -3.3	1	-1	0	-1	97	-12	1	-4	11
45	O=C(CN1C(=O)NC(Cc2c[nH]c3ccccc23)C1=O)Nc1ccc(F)c(F)c1F (stereo not given)
    -1.4	-1	5	0	0	99	11	0	0	0
46	COc1cc(OC)cc(-c2nnc(SCc3cccnc3)o2)c1
    -1.7	3	2	-1	10	93	-22	7	0	4
47	Cc1cc(C)cc(NC(=O)C2CCCN2S(=O)(=O)c2ccc3c(c2)n(C)c(=O)c(=O)n3C)c1 (stereo not given)
    -2.7	7	-1	-4	10	107	-12	0	-7	1
48	CC(C)CCOc1ccc(-c2c(=O)n(OCc3ccc([N+](=O)[O-])cc3)c3ccccc3[n+]2[O-])cc1
    -0.8	9	-5	-9	12	100	8	2	8	8
49	CN(CCc1ccccn1)C(=O)CC1C(=O)NCCN1Cc1cccc(F)c1 (stereo not given)
    -1.6	-13	0	4	0	102	18	2	-10	-3
50	CCCc1cc(=O)[nH]c(SCC(=O)N2CCCc3ccccc32)n1
    2.5	5	-4	7	2	104	12	0	-20	9
51	Cc1nn(-c2ccccc2)c(C)c1NC(=O)COc1ccc2ccccc2c1
    -0.2	8	3	1	-18	89	8	0	49*	3
52	CN1CCN(NC(=O)c2cc(-c3ccc(Br)s3)nc3ccccc23)CC1
    -1.9	14	0	11	11	161	-31	3	10	22
53	CC1(C)CC(=O)C(C2C3=C(CC(C)(C)CC3=O)Oc3c(Br)cc(Br)cc32)=C(O)C1 (stereo not given)
    0.0	0	-1	0	-19	93	-79	1	-7	18
54	O=C(NNC(=O)C1CC=CCC1)c1ccccc1Br (stereo not given)
    -1.1	3	-3	-3	-1	101	-37	3	2	-1
55	COc1ccc(Cl)cc1NC(=O)Nc1cn(C)nc1C
    -0.9	-10	-3	-3	0	101	0	3	-1	7
56	COc1cccc(-c2ncc3ccccc3c2COC(=O)c2ccc(F)cc2)c1
    3.5	2	1	-1	-4	98	-6	-6	-13	-5
57	CC(=O)c1cccc(NC(=S)NC2CCCCC2)c1
    -0.4	-10	1	-6	-1	93	10	0	6	9
58	COc1cccc(CNC(=O)CSc2cc(=O)n(C)c3ccccc23)c1
    1.5	2	-2	-1	8	102	-18	3	-5	-5
59	CCc1cc(=O)n2[nH]c(C)c(-c3ccccc3OC)c2n1
    1.4	10	-3	-2	11	100	1	-4	-3	5
60	CCCCn1nnnc1C(c1ccccc1)N1CCCN(Cc2ccc(F)cc2)CC1 (stereo not given)
    ·	·	-4	-2	·	95	-46	·	-4	·
61	COc1cc(NC(=O)c2ccc(C)cc2C)ccc1NC(=O)c1cccs1
    -1.1	-8	8	4	5	101	-44	0	2	5
62	CCOc1ccc(CCNC(=O)C(C)N2C(=O)CC(C)(C)Sc3ccccc32)cc1 (stereo not given)
    -0.9	-12	0	1	-2	96	3	-1	3	4
63	O=C(NCC(=O)N1CCCCC1)c1sc2ccccc2c1Cl
    -3.6	6	-4	-2	0	95	-71	-3	10	16
64	COc1ccccc1NC(=O)Nc1nc2ccc(S(N)(=O)=O)cc2s1
    -0.3	0	-4	6	3	105	-79	6	-19	10
65	CC(=O)N1C(c2ccccc2)CC(=O)OC1c1ccc2c(c1)OCO2 (stereo not given)
    -1.6	7	1	12	-1	89	1	-3	2	9
66	CCC(C)c1ccc(NC(=O)Nc2cccnc2)cc1 (stereo not given)
    -0.9	-15	-15	-5	-13	100	-68	-4	-7	3
67	NC(=O)C1CCN(C(=O)c2ccc3ncsc3c2)CC1
    -2.7	-4	-4	4	-2	103	4	2	-9	4
68	COc1ccccc1-n1nnnc1SCC(=O)NC(=O)Cc1ccccc1
    -0.3	0	0	-8	6	99	2	0	-6	0
